Screening results from PubChem.
RGS4 inh = human RGS4 inhibition | HEK293 M3R/RGS4 inducible, Fluo-4 calcium flux; stronger effect = higher value; triggered by carbachol at its EC20 | B-score at 10 µM | hit rate 0.45% among 310,000 | AID 463165;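 active = B-score, a plate-corrected calcium signal, over three deviations above library mean, with baseline fluorescence within five deviations of library mean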;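 note: RGS4 expression induced by doxycycline in cells with stable M3 receptor; B-score is computed from the integrated fluorescence ratio over baseline after carbachol; higher B-score means a larger calcium signal and so more RGS4 inhibition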
Target sequence (P49798 whole entry, looked up): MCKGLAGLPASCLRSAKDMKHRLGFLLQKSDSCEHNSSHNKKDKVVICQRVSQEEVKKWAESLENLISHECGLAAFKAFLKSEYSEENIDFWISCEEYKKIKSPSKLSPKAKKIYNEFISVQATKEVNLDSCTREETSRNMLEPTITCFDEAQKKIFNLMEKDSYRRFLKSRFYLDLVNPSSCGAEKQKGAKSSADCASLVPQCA
TRPC6 inhibitor = inhibitors of mouse TRPC6 channel; HEK293-TRPC6, membrane potential dye, ACh-evoked depolarization; stronger effect = lower value; B-score at 10 µM; hit rate 1.1% among 310,000; AID 2553;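 active = B-score under library mean minus 3 SD, initial fluorescence not abnormally high, positive integrated signal ratio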;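 note: B-score derived from integrated fluorescence ratio over the kinetic read; more negative B-score means stronger inhibition of depolarization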
TRPC4 act = activators of mouse TRPC4 channel; B-score at 10 µM; HEK293 TRPC4beta/mu-opioid, Fluo4 calcium fluorescence; stronger effect = higher value; Q9QUQ5; hit rate 0.49% among 310,000;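 active = B-score above 5 SD of library B-scores, and initial fluorescence ratio not above library mean plus 5 SD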;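 note: positive B-score marks a calcium rise read as TRPC4 activation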
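System: HEK293 cells stably co-expressing mouse TRPC4beta and mu-opioid receptor; Schedule: Fluo4 dye loading 45 min at room temperature, 110 s recording; Detection: Fluo4 fluorescence, kinetic; Evaluation: B-scored integrated calcium fluorescence ratio; Controls: buffer (low) and maximal DAMGO (high).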
MrgX1 ag = activates human MrgX1 receptor signaling; Q96LB2; B-score at 10 µM; hit rate 0.44% among 310,000; MrgX1-HEK293 cells, Fluo-4 calcium fluorescence, agonist mode; stronger effect = higher value; AID 588627;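 active = calcium response B-score plate-corrected fluorescence ratio at least 3 library SD, with starting fluorescence B-score inside 5 SD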
Target sequence (Q96LB2 whole entry, looked up): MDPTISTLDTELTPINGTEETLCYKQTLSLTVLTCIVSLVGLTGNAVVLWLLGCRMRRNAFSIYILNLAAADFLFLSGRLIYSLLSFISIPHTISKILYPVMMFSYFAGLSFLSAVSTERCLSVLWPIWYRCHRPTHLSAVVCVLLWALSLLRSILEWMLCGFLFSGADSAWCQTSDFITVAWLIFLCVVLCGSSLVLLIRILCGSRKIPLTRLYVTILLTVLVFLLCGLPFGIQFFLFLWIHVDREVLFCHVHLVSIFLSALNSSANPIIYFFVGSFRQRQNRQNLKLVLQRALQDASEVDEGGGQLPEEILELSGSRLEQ
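Assay system: stable human MrgX1 HEK293 cell line. Quantity: 15,000 cells per well. Schedule: cells plated overnight, dye loaded 0.5 h 37 °C, 0.5 h room temperature. Detection: Fluo-4 NW calcium-flux fluorescence, kinetic read. Read-out basis: peak-minus-minimum fluorescence over baseline, converted to B scores. Control set: positive and negative control wells on each plate.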
TRPC4 potent = allosteric potentiators of mouse TRPC4 channel | hit rate 0.42% among 310,000 | HEK293 TRPC4beta/mu-opioid, DAMGO EC20, Fluo-4 Ca2+ flux; stronger effect = higher value | B-score at 10 µM | AID 2227;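 active = B-score of calcium response area above 5 SD of library B-scores, with initial fluorescence ratio within 5 SD of library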;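 note: B-score of integrated fluorescence ratio over time as area under calcium response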
TMEM16A inh = blocks the mouse calcium-activated chloride channel TMEM16A; HEK293 TMEM16A/YFP iodide influx fluorescence, ionomycin; normalized B-score (activity score, 25-100; higher = stronger inhibition) at 10 µM; hit rate 1.2% among 310,000;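 active = ratio plate-corrected score three or more library SD toward inhibition, starting fluorescence score within five deviations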;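 note: score derived from kinetic fluorescence span divided by baseline fluorescence per well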
MrgX1 antag = antagonists of human MrgX1 receptor. Q96LB2. MRGX1-HEK293 calcium flux, Fluo-4, BAM8-22 antagonism; stronger effect = lower value. AID 588676. hit rate 1.3% among 310,000. B-score at 10 µM;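 active = calcium-response B-score plate-corrected more than 3 library SD below zero, starting fluorescence within 5 deviations, no agonist response on first addition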;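 note: peak minus trough fluorescence over baseline after final BAM8-22 challenge near maximal dose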
TRPC6 act = activates the mouse TRPC6 cation channel | Q61143 | HEK293-TRPC6 membrane potential dye fluorescence; stronger effect = higher value | B-score at 10 µM | hit rate 0.13% among 310,000;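 active = B-score of the integrated fluorescence ratio above library mean plus 3 SD, and starting fluorescence ratio within library mean plus 5 SD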;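 note: higher score means more depolarization so channel activation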
MrgX1 PAM = human MrgX1 positive allosteric modulation, primary screen; MrgX1-HEK293, Fluo-4 calcium flux, FDSS; stronger effect = higher value; B-score at 10 µM; hit rate 0.63% among 310,000; AID 588675;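 active = plate-corrected calcium response at least 3 library SD above typical, normal starting fluorescence, not activating the receptor alone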;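 note: compound read alongside a low EC10 to EC30 dose of BAM8-22 agonist; peak minus trough fluorescence over baseline measured at the second addition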
TMEM16A act = mouse TMEM16A channel activation, primary screen; Q8BHY3; HEK293 TMEM16A/YFP-H148Q/I152L, iodide quench fluorescence; stronger effect = lower value; B-score at 10 µM; hit rate 0.3% among 340,000;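 active = fluorescence-ratio B-score plate-corrected deviation score at least 3 library SD below zero, with starting fluorescence score within 5 deviations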;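 note: channel opened by trigger with iodide after compound preincubation; score built on the fluorescence ratio of max minus min over baseline; more negative score means more quench and so TMEM16A activation or potentiation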
TRPC4 inh = blocks the mouse TRPC4 cation channel. Q9QUQ5. HEK293 TRPC4beta/mu-opioid, DAMGO-evoked Fluo4 calcium flux; stronger effect = lower value. B-score at 10 µM. hit rate 0.39% among 300,000;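 active = B-score over 3 SD under the library average, no early fluorescence shift, positive overall ratio signal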
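Assay system: TRPC4beta/mu-opioid receptor HEK293 cell line; compound dosing: single concentration per test compound; detection: Fluo4 Ca2+ flux fluorescence; evaluation: per-well B score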
* marks the source's active call; other numbers are inactive results; i = inactive; · = no result given. Rows were taken by chance; about 5.8% have a hit in one of these screens.

SMILES	RGS4 inh	TRPC6 inhibitor	TRPC4 act	MrgX1 ag	TRPC4 potent	TMEM16A inh	MrgX1 antag	TRPC6 act	MrgX1 PAM	TMEM16A act	TRPC4 inh
NS(=O)(=O)c1ccc(CCNC(=O)CNC(=O)C2CCCCC2)cc1	i	i	i	i	i	i	i	i	i	i	i
Cc1[nH]c2ccccc2c1C(=O)C(=O)NCCCc1ccccc1	i	i	i	i	i	i	i	i	i	i	i
COc1ccc(CC(=O)NCc2nnc(SCC(=O)Nc3nccs3)n2-c2ccccc2)cc1	i	i	i	i	i	i	i	i	i	i	i
CN1CCN(c2nc(-c3cccnc3)nc3ccccc23)CC1	i	-8.1*	i	i	i	i	i	i	i	i	i
COC(=O)C1=C(C)NC(C)=C(C(=O)OC)C1c1ccc(-c2cc(Cl)ccc2Cl)o1	i	i	i	i	i	i	i	i	i	i	i
COc1ccc(C)cc1NC(=O)Nc1ccc(Br)cn1	i	i	i	i	i	i	i	i	i	i	i
C=CCn1c(=O)c2c3c(sc2n2c(Nc4ccc(OC)cc4)nnc12)CCCC3	·	·	·	i	·	i	i	·	i	i	·
CC(=O)NC1C(=O)N=C(SCC(=O)Nc2sc3c(c2C#N)CCCCCC3)NC1=O (configuration not stated)	i	i	i	i	i	i	i	i	i	i	i
CCOC(=O)c1ccc2nc(NC(=O)C(C)C)sc2c1	i	i	i	i	i	i	i	i	i	i	i
CCCCCCCCCCCCCCCC(=O)OC/C=C(C)/C=C/C=C(C)/C=C/C1=C(C)CCCC1(C)C	·	·	·	i	·	i	i	·	i	i	·
CCN(CC)c1nc2c(c(=O)[nH]c(=O)n2C)n1Cc1ccccc1Cl	i	i	i	i	i	i	i	i	i	i	i
Cc1ccc(Cl)cc1N1CCN(S(=O)(=O)c2cccc(S(=O)(=O)N3CCCC3)c2)CC1	i	i	i	i	i	i	i	i	i	i	i
CCOc1cc(S(=O)(=O)N2CCN(Cc3ccccc3)CC2)ccc1Br	i	i	i	i	i	i	i	i	i	i	i
CCCCOc1ccc(/C(O)=C2/C(=O)C(=O)N(CCCOC)C2c2ccncc2)cc1C (configuration not stated)	i	i	i	i	i	i	i	i	i	i	i
COc1cccc(C(=O)OCC(=O)NCCCc2ccccc2)c1	i	i	i	i	i	i	i	i	i	i	i
CC1CCN(C(=O)COC(=O)c2cc(Cl)cc(Cl)c2N)CC1	i	i	i	i	i	i	i	i	i	i	i
Cc1cc(C)nc(N2CCC(C(=O)Nc3cccc(C(F)(F)F)c3)CC2)n1	i	i	i	i	i	i	i	i	i	i	i
CC(C)c1ccc(/C=C/C(=O)n2nnc3ccccc32)cc1	i	i	i	i	i	i	i	i	i	i	i
Cc1cccc(NC(=O)Nc2ccc(C#N)cc2)n1	i	i	i	i	i	i	i	i	i	i	i
CCCN(CC(=O)Nc1ccccc1OC)C(=O)c1ccncc1	i	i	i	i	i	i	i	i	i	i	i
Cn1cc(Br)c(C(=O)N/N=C/c2cccc(OC3CSC3)c2)n1	i	i	i	i	i	i	i	i	i	i	i
Cc1oc(-c2ccccc2F)nc1CS(=O)(=O)CC(=O)NC1CCCC(C)C1C (configuration not stated)	i	i	i	i	i	i	i	i	i	i	i
CN1CC=C2C(C#N)=C(N)C(C#N)(C#N)C(Cc3ccccc3)C2C1 (configuration not stated)	i	i	i	36*	i	i	i	i	i	i	i
Cc1ccc(S(=O)(=O)NNC(=S)Nc2ccc(Cl)cc2)cc1	i	i	i	i	i	i	i	i	i	i	i
Cc1ccc2cc3cc(C(=O)N4CCCCCC4)oc3nc2c1	i	i	i	i	i	i	i	i	i	i	i
COc1ccc(S(=O)(=O)N2CCCCC2)cc1NCC(=O)Nc1ccc(C)cc1	i	i	i	i	i	i	i	i	i	i	i
O=C(Nc1ccccc1)N1CCCN(c2ccc(C(F)(F)F)cn2)CC1	i	i	i	i	i	i	i	i	i	i	i
CCCCCSc1nc2c(c(=O)[nH]c(=O)n2C)n1C(C)C	i	i	i	i	i	i	i	i	i	i	i
COC(=O)Cn1c(=O)c2c(nc3n2CCCN3CCc2ccccc2)n(C)c1=O	i	i	i	i	i	i	i	i	i	i	i
CCOc1ccc(C2Nc3cccc4cccc(c34)N2)cc1OC	i	i	i	i	i	i	i	i	i	i	i
CC1CN(C(=O)COC(=O)c2ccc(F)cc2Cl)CC(C)O1 (configuration not stated)	i	i	i	i	i	i	i	i	i	i	i
N#C[C@@H]1N(Cc2ccccc2)C(=O)[C@H]2CC3C=CC21O3 (some centres not stated)	i	i	i	i	i	i	i	i	i	i	i
COC(C(=O)Nc1ccc(S(=O)(=O)Nc2ccc(F)cc2)cc1)c1ccccc1 (configuration not stated)	i	i	i	i	i	i	i	i	i	i	i
O=C(NCc1n[nH]c(=S)n1-c1ccc(F)cc1)c1ccc(S(=O)(=O)N2CCCCC2)cc1	i	i	i	i	i	i	i	i	i	i	i
CCCn1c(=O)c(C(=O)NCc2ccccc2)c(O)c2ccccc21	i	i	i	i	i	i	i	i	i	i	i
COCCCN=CC1=C(O)CC(C)(C)CC1=O	i	i	i	i	i	i	i	i	i	i	i
CCOc1ccc(OCCC(=O)OCC(=O)NC(C)c2ccccc2)cc1 (configuration not stated)	i	i	i	i	i	i	i	i	i	i	i
Cn1c(SCc2nc(-c3ccccc3)no2)nnc1-c1ccco1	i	i	i	i	i	i	i	i	i	·	i
CCO[C@H]1OC(C(=O)NCc2nc3ccccc3[nH]2)=C[C@@H](C)[C@@H]1CCCO	i	i	i	i	i	i	i	i	i	i	i
CC(C)(C)OC(=O)N1CCC2(CC1)Oc1ccc(Cl)cc1C(=O)C21CC(c2ccc(Cl)cc2)=NO1 (configuration not stated)	i	i	i	i	i	i	i	i	i	i	i
COCCN(CCOC)c1ncnc2c1cnn2-c1ccc(Cl)cc1	i	i	i	i	i	i	i	i	i	i	i
Cc1ccc(N=CC=C2OC(C)(C)C(C)(C)O2)c(C)c1	i	i	i	i	i	i	i	i	i	i	i
Cc1ccccc1-n1c(SCC(=O)O)nc2sc3c(c2c1=O)CCCC3	i	i	i	i	i	i	i	i	i	i	i
COc1ccccc1C(=O)NC(=S)Nc1ccc(N2CCOCC2)c(Cl)c1	i	i	i	i	i	i	i	i	i	i	i
O=C1c2ccccc2NC(c2ccccn2)N1NS(=O)(=O)c1ccccc1 (configuration not stated)	i	i	i	i	i	i	i	i	i	i	i
CN1C(=O)C(O)(CC(=O)c2ccncc2)c2ccccc21 (configuration not stated)	i	i	i	i	i	i	i	i	i	i	i
O=C1CC(NCc2ccccc2F)C(=O)N1c1ccccc1 (configuration not stated)	i	i	i	i	i	i	i	i	i	i	i
COc1cc(CN2CCN(C(=O)c3cccc4ccccc34)CC2)cc(OC)c1O	i	i	i	i	i	i	i	i	i	i	i
Cc1ccc(/C=N/NC(=O)c2cccc(S(=O)(=O)Nc3cccc(Cl)c3)c2)o1	i	i	i	i	i	i	i	i	i	i	i
O=C(NNC(=O)C1CCC(C(=O)NNC(=O)c2cccs2)CC1)c1cccs1 (configuration not stated)	i	i	i	i	i	i	i	i	i	i	i
O=C(CNC(=O)c1ccccc1F)N/N=C/c1ccco1	i	i	i	i	i	i	i	i	i	i	i
CC1=CC(C)C(C(=O)O)C(C(=O)O)C1 (configuration not stated)	i	i	i	i	i	100*	i	i	i	i	i
O=S(=O)(/C(=C/c1ccc(C(F)(F)F)cc1)c1nc2ccccc2[nH]1)c1ccccc1	22*	i	i	i	i	i	i	i	i	i	i
COC(=O)c1ccc(C(=O)OC)c(NC(=S)N2CCN(c3ccc(F)cc3)CC2)c1	i	i	i	i	i	i	i	i	i	i	i
O=C(NCc1ccco1)c1nc2ccccc2s1	i	i	i	i	i	i	i	i	i	i	i
Cc1ccc(CSCc2ccc(C(=O)NC3CC3)o2)cc1	i	i	i	i	i	i	i	i	i	i	i
CCn1nc(C(=O)OCC(=O)c2ccc3c(c2)OCCO3)c2ccccc2c1=O	i	i	i	i	i	i	i	i	i	i	i
CC(C)Oc1ccccc1NC(=O)CSc1nccn1C	i	i	i	i	i	i	i	i	i	i	i
O=C(OCc1ccccc1Cl)c1ccc(-n2cnnc2)cc1	i	i	i	i	i	i	i	i	i	i	i
CC1CC(=O)Nc2ccccc2S1(=O)=O (configuration not stated)	i	i	i	i	i	i	i	i	i	i	i

(further entries)
SMILES	RGS4 inh	TRPC6 inhibitor	TRPC4 act	MrgX1 ag	TRPC4 potent	TMEM16A inh	MrgX1 antag	TRPC6 act	MrgX1 PAM	TMEM16A act	TRPC4 inh
Cc1ccc(C(=O)Nc2ccc(C(=O)NCC3CCCO3)cc2)cc1 (configuration not stated)	i	i	i	i	i	i	i	i	i	i	i
CC(C)(C)NC(=O)COC(=O)c1nsc(Cl)c1Cl	i	i	i	i	i	i	i	i	i	i	i
CNc1ccc(C(=O)c2ccccc2C(=O)O)cc1[N+](=O)[O-]	i	i	i	i	i	i	i	i	i	i	i
CCOC(=O)c1ccc(NC(=O)C2(c3ccc(Cl)cc3)CCCC2)cc1	i	i	i	i	i	i	i	i	i	i	·
O=C(O)CNS(=O)(=O)c1ccc(Br)s1	i	i	i	i	i	i	i	i	i	i	i
Cn1c(-c2ccc(Br)cc2)cnc1NCc1cccnc1	i	i	i	i	i	i	i	i	i	i	i
CSCC[C@H](NC(=O)C1CCCC1)c1nc2ccccc2[nH]1	i	i	i	i	i	i	i	i	i	i	i
COC(=O)c1ccccc1NC(=O)NC1CCC(C)CC1 (configuration not stated)	i	i	i	i	i	i	i	i	i	i	i
COc1ccc(CCNC(=O)NC23CC4CC(CC(C4)C2)C3)cc1OC	i	i	i	i	i	i	i	i	i	i	i
Clc1ccc(-c2cn3c(n2)CCC3)cc1	i	i	i	i	i	i	i	i	i	i	i
